Eya2 inh = inhibitors of human Eya2 phosphatase activity. O00167. 330,000 tested, 0.006% active. Potency, µM (series often up to 76.9 µM), for inactives: top-dose activity, negative = inhibition, usual class: inhibitors. recombinant Eya2, OMFP fluorescence dephosphorylation (OMFP is methylfluorescein phosphate). AID 488837; also: potency is read from the fitted curve at half-maximal effect
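Eya2 (0.2 uM) preincubated 10 min at ambient with compound, then OMFP substrate added at 50 uM; 10 min reaction in 50 mM HEPES pH 7.5, 50 mM NaCl, 5 uM MgCl2, 0.05% BSA, 1 mM DTT. Fluorescence read at Ex 485/Em 525 nm.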
uPA generation = inhibitors of cell surface uPA generation | 330,000 tested, 0.31% active | Potency, µM (series often up to 38.3 µM), for the others: at the top dose activity change, negative = inhibition, usual class: inhibitors | AID 540303 | cell surface uPA generation assay, qHTS; active = well fitted inhibition curve with a large enough effect; inconclusive = small, poorly fitted or top-dose-only effect; inactive = no such curve, though single readings can be large or run the other way; tested in mouse RAW 264.7 cells; also: potency is read from the fitted curve at half-maximal effect; nearly all actives have a fitted effect of over 55% in size
B2AR arrestin = recruits beta-arrestin to the human beta2-adrenergic receptor. beta-arrestin recruitment to beta2AR, cell-based reporter. Potency, µM (top dose mostly 46.1 µM), without a hit: at the top dose activation, actives largely listed as activators. 330,000 tested, 0.02% active. AID 492947;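 also: potency is read from the fitted curve at half-maximal effect; 0% = DMSO controls and full agonism = EC100 isoproterenol or metaproterenol; nearly all actives have a fitted effect of over 65% in size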
GALK inh = galactokinase (human) inhibition. 270,000 tested, 0.007% active. Purified GALK, Kinase-Glo residual ATP luminescence. Potency, µM (top dose mostly 57.5 µM), without a hit: at the highest dose activity change, negative = inhibition, usual class: inhibitors. AID 1868. P51570; also: potency is read from the fitted curve at half-maximal effect
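Compounds were pin-transferred into ATP buffer (35 uM final), then GALK plus galactose (5 nM, 100 uM final) was added. After 1 h at room temperature, Kinase-Glo Plus was added and luminescence read after 10 min.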
Chronic BCR inh = chronic active BCR signaling inhibition; AID 493014; ABC-DLBCL IkBa-CBG/CBR reporter, luminescence ratio, 4 h; 340,000 tested, 0.05% active; Potency, µM (top dose mostly 46.1 µM), for the others: top-dose ratio change, negative = lower green/red ratio, usual class: inhibitors; active = well fitted inhibition curve with a large enough effect in the signal ratio, with a control signal flat, not every such curve was filed as active; inconclusive = small, poorly fitted or top-dose-only effect, or effect the other way, or a change in a side signal; the % refers to the signal ratio;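 also: potency is read from the fitted curve at half-maximal effect; plate controls were basal doxycycline-induced cells for no effect and cells given 10 µM MG132 for full effect; MG132 reads +100%, hits lower the ratio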
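Cell line TMD8 (human ABC DLBCL), stably expressing tet-inducible CBG68-IkBa fusion and CBR; IMDM/0.5% FBS; cpd up to 46 uM; dox induction, 4 h, 37C/5% CO2; dual luminescence; green/red ratio; MG132 control.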
Giardia killer = kills Giardia lamblia. Giardia lamblia trophozoite viability. activity change, % at 7.66 µM, hits read low. 340,000 tested, 0.15% active. AID 540267; in the data active = activity change below about -80%; inconclusive = between about -30% and that limit;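 also: parasites exposed to compound for two days anaerobically before the ATP read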
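Luminescence from cellular ATP indicates surviving trophozoites (100 cells/well) following 48 hrs anaerobic compound treatment at 37 deg C; signal develops 15-30 min at room temperature.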
PKM2 act = PKM2 (human) enzyme activation; purified PKM2, Kinase-Glo ATP luminescence, activation; response scale: 0% is enzyme alone, no compound; 260,000 tested, 0.34% active; Potency, µM (titrated, usually from 57.5 µM), for the others: top-dose activation, hits mostly activators; AID 1631; also: potency is read from the fitted curve at half-maximal effect; nearly all actives have a fitted effect of over 55% in size
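hPK-M2, >95% pure; 0.1 mM ADP / 0.5 mM PEP final; imidazole pH7.2 buffer w/ 7 mM MgCl2, 50 mM KCl; 1 h RT; Kinase-Glo lum. Intermediate enzyme activity for dual inhibitor/activator qHTS.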
KCNH2 3.1 inh = KCNH2 3.1 (human) potassium channel inhibition; U2OS KCNH2 3.1, thallium flux FluxOr; hits give low values; activity change, % (tested at about 1.8 µM); 340,000 tested, 0.95% active; AID 720553;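 active = maximum activity change below -70%; inconclusive = maximum activity change from -70% to -50%; inactive = maximum activity change above -50%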;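 also: thallium influx rate constant from kinetic fluorescence after stimulation buffer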
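Steps: virus added to U2OS suspension (4 h, RT, dark); medium with 10% FBS added, cells plated, 37 C overnight; FluxOr/Red40 loading buffer 45 min RT; stimulation buffer, 2 min kinetic read; rate constant normalized.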
USP2a inh = blocks human ubiquitin-specific protease USP2a; USP2 core, Ub-CHOP2 coupled fluorogenic reporter, 485/531; 330,000 tested, 0.01% active; O75604; Potency, µM (doses to about 38.3 µM), without a hit: at the highest dose activity change, negative = inhibition, actives largely listed as inhibitors; AID 463254;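 also: potency is read from the fitted curve at half-maximal effect; plate controls were DMSO wells for no effect and full inhibition by NEM control for full effect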
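USP2 core (10nM final) preincubated 30min RT with compound in 20mM Tris-HCl pH 8.0, 2mM CaCl2, 2mM beta-mercaptoethanol, 0.05% CHAPS; 25nM Ub-CHOP2 plus 25nM reporter substrate added, fluorescence (Ex485/Em531) read after 60min.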
Coupling enz = inhibits coupling enzyme system, counter-screen for aldolase hits; 290,000 tested, 0.67% active; coupling enzyme system counterscreen, AmpLite Red fluorescence; AID 2472; activity change, negative = inhibition, % at 58.2 µM, hits read low; in the data active = activity change below about -30%
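Final compound at 57.5 uM, incubated 10 min at RT with coupling enzyme reagent (glyceraldehyde-3-phosphate), then 20 min with substrate and AmpLite Red detection. Fluorescence read at 525/598 nm; tests interference with the coupling assay, not aldolase inhibition.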
KCNH2 WT inh = KCNH2 (human, wildtype) channel inhibition; 340,000 tested, 0.37% active; Q12809; U2OS, BacMam KCNH2, thallium flux FluxOr; hits give low values; activity change, % at 1.84 µM;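 active = maximum activity change below -70%; inconclusive = maximum activity change between -70% and -50%; inactive = maximum activity change above -50%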
Target sequence (Q12809 whole entry, looked up): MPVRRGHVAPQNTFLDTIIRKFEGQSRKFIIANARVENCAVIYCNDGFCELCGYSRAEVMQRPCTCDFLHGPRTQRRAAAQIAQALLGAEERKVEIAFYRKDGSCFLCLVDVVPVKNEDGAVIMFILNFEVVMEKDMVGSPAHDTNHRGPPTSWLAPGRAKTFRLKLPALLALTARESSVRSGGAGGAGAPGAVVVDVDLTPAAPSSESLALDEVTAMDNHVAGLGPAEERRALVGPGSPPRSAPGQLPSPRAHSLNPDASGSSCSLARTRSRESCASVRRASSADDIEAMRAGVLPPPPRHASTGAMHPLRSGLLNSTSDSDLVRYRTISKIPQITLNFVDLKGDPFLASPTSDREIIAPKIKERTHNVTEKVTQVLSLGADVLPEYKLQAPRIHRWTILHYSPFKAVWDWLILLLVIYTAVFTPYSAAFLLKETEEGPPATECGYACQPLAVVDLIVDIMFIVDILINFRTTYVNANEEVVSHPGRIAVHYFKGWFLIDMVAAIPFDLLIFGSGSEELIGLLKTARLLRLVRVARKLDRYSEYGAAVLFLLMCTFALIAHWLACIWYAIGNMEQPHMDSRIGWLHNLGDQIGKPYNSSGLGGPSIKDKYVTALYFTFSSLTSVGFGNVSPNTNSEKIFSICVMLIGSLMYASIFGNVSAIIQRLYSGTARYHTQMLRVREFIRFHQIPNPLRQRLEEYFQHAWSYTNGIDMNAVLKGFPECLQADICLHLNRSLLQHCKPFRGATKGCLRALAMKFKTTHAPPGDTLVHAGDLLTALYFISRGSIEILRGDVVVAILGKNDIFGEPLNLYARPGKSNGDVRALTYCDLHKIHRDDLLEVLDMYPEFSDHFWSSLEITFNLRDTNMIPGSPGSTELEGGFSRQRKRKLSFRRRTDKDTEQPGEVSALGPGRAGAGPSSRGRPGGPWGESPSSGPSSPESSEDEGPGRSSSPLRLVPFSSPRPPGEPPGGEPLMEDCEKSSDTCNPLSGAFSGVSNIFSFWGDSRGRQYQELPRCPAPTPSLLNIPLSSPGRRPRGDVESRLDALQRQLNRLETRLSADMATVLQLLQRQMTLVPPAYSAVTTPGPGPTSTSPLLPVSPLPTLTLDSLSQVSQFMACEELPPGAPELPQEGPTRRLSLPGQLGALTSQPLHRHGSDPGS
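U2OS cells transduced with wild-type KCNH2 virus are loaded with FluxOr dye for 45 min, and thallium flux is measured in kinetic reads before and after stimulation buffer. Rate constants are normalized to DMSO controls.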
Numbers without * were called inactive; ? = inconclusive; / = not tested or not shown; [ ] = remark or other dose. Unless noted, calls follow the shape of the dose curve; as a rule, active = well fitted curve in the direction sought with a large enough effect; inconclusive = small, poorly fitted or top-dose-only effect, or another doubt; inactive = no such curve, though single readings can be large; an effect the other way counts as inactive or inconclusive. Unless noted, % is scaled to controls: 0 for no effect and ±100 for the full control effect.

SMILES	Eya2 inh	uPA generation	B2AR arrestin	GALK inh	Chronic BCR inh	Giardia killer	PKM2 act	KCNH2 3.1 inh	USP2a inh	Coupling enz	KCNH2 WT inh
CN1CC(=O)Nc2ccccc2C1=O	7.6%	-10.6%	0.0%	-1.9%	0.8%	-0.1	/	-3.1	-2.0%	1.8	2.4
O=C(COC(=O)c1ccc([N+](=O)[O-])o1)Nc1cccc2ccccc12	16.6%	-0.4%	0.0%	-0.1%	-10.6%	3.0	-8.6%	10.0	1.2%	-7.1	0.4
CCOC(=O)NC1(C(F)(F)F)C(=O)N(Cc2ccccn2)C2=C1C(=O)CC(C)(C)C2 (stereo unspecified)	-5.5%	5.2%	0.5%	-2.8%	-0.6%	-6.0	0.6%	8.2	-2.6%	0.3	-21.2
O=C(c1cccs1)N1CCC(c2nc3c(nnn3Cc3ccccc3)c(=O)[nH]2)CC1	0.9%	/	0.5%	0.7%	-1.5%	-5.8	0.1%	2.1	1.7%	1.3	1.4
Cc1[nH]ccc(=O)c1OCc1ccccc1	0.8%	1.1%	0.2%	1.1%	-7.1%	-1.4	4.0%	-3.4	1.0%	2.8	1.6
O=C(O)CC1(CC(=O)N2CCC(C(=O)O)CC2)CCCC1	2.2%	-2.9%	-1.0%	0.0%	2.3%	7.3	/	-1.9	2.2%	-1.1	-3.8
CCC(=O)Nc1nnc(SCC(=O)Nc2ccc3c(c2)OCCO3)s1	2.9%	1.4%	-0.7%	-7.5%	-10.5%	2.8	2.8%	/	0.1%	/	4.0
O=C(Cn1cc(C(F)(F)F)cc(Cl)c1=O)NCc1ccc(Cl)cc1	-6.2%	3.7%	0.0%	15.0%	-1.0%	6.2	-0.4%	-5.8	1.4%	-0.2	-11.0
CCOC(=O)c1nc(S(C)(=O)=O)ncc1Cl	4.3%	?	-0.9%	-0.5%	?	-7.1	2.5%	7.1	-0.3%	-0.9	-10.2
COc1ccc(C2CC(c3ccc(Br)cc3)=NN2C(=O)CCC(=O)O)cc1OC (stereo unspecified)	2.2%	-1.2%	-0.5%	/	-2.5%	-12.3	-1.7%	6.6	-0.6%	0.1	-3.7
CCOC(=O)Cc1csc(NC(NC(=O)CC)(C(F)(F)F)C(F)(F)F)n1	17.4%	5.3%	1.0%	1.4%	?	-5.2	-8.5%	7.9	0.4%	1.0	-0.9
COc1ccc(-c2noc(CN3CCCCC3)n2)cc1OC	1.2%	/	-0.2%	1.1%	12.8%	5.5	-7.6%	-5.9	-3.6%	1.5	-22.5
COc1ccc(Br)c(OC)c1C(=O)NC(=O)Nc1c(F)cccc1F	-14.4%	10.3%	0.2%	-4.8%	-0.5%	-1.4	/	-14.0	2.6%	1.4	-2.8
CC(C)N1CCN(Cc2ccoc2)CC1CCO (stereo unspecified)	5.9%	1.0%	0.3%	4.6%	-0.2%	4.2	7.1%	-3.7	-0.6%	0.6	20.0
CC(C)(O)c1cc2ccccc2c(=O)o1	-5.2%	3.8%	-1.0%	/	?	-26.4	/	0.6	3.5%	/	-7.4
COc1ccc2cc3cc(C(=O)NCCc4ccc(OC)c(OC)c4)oc3nc2c1	-13.7%	-1.1%	0.4%	-1.3%	?	19.5	-9.7%	7.0	-7.1%	-4.0	2.1
O=C(C(=O)N1CCCc2ccccc21)c1c[nH]c2ccccc12	8.6%	13.0%	-0.3%	-0.2%	?	2.0	35.5µM*	9.7	-0.2%	-21.0	-6.0
Cc1cccc(C(=O)NC(NCc2ccco2)C(Cl)(Cl)Cl)c1 (stereo unspecified)	?	-2.2%	-0.6%	-4.8%	1.1%	-9.3	1.1%	?	-0.9%	1.7	-4.5
CN(CCCCCCCCCCN(C)C(=O)Oc1cccc([N+](C)(C)C)c1)C(=O)Oc1cccc([N+](C)(C)C)c1	0.3%	?	-0.4%	/	5.1%	-4.7	/	-1.2	-0.8%	/	5.9
CC(C)NC(=O)NC(=O)COC(=O)c1cc(S(=O)(=O)N2CCCCC2)ccc1N1CCOCC1	-4.2%	11.6%	0.1%	-8.6%	-4.3%	-14.2	2.3%	3.3	0.1%	/	-10.4
COC1CCCCC1Nc1cccc(SC)c1 (stereo unspecified)	14.1%	7.2%	-0.3%	0.1%	?	-8.6	1.0%	1.7	-1.4%	-3.5	-1.8
CC(CCc1ccccc1)NC(=O)C1CCN(S(=O)(=O)N2CCOCC2)CC1 (stereo unspecified)	-8.0%	2.2%	-0.8%	/	-1.7%	0.9	-7.5%	0.6	-9.9%	-0.5	0.8
CCCCCCC(=O)N/N=C/c1ccco1	-8.9%	-2.4%	-0.2%	0.6%	1.3%	23.1	25.1%	1.7	4.4%	1.4	-4.6
CCOc1ccc2nc(NC(=O)CN3C(=O)C4CCCCC4C3=O)sc2c1 (stereo unspecified)	-24.8%	-11.7%	0.2%	/	?	-23.2	/	39.6	-0.2%	/	2.1
CCN1CCN(C(=O)C2CC(=O)N(c3ccc(Cl)cc3)C2)CC1 (stereo unspecified)	-1.0%	3.1%	-0.3%	1.4%	4.4%	-0.5	-2.5%	8.5	1.1%	2.8	13.6
SMILES	Eya2 inh	uPA generation	B2AR arrestin	GALK inh	Chronic BCR inh	Giardia killer	PKM2 act	KCNH2 3.1 inh	USP2a inh	Coupling enz	KCNH2 WT inh
CCOc1ccc(N2CC(C(=O)Nc3cc(Cl)ccc3-n3cncn3)CC2=O)cc1 (stereo unspecified)	14.5%	17.1%	-0.1%	/	0.9%	-9.0	/	2.6	0.1%	/	10.5
O=C(CS(=O)(=O)c1cccc(C(F)(F)F)c1)Nc1ccccc1Cl	-14.2%	-9.2%	0.1%	-4.1%	8.1%	-13.8	1.1%	-2.6	0.9%	-1.3	-1.2
Cc1ccc(NC(=O)CN(C)C(=O)c2cccc(S(=O)(=O)N3CCc4ccccc43)c2)cc1	-19.1%	2.2%	-0.1%	/	6.7%	20.4	/	1.5	-10.7%	/	9.2
N#C/C(=C/c1ccc(O)cc1)C(=O)NCc1ccc(Cl)cc1	?	-1.8%	0.1%	-3.8%	3.7%	-0.6	/	12.4	-1.4%	11.1	0.4
CCOc1ccc(CN(CCO)CCO)cc1[N+](=O)[O-]	-1.5%	-6.3%	3.1%	3.5%	-2.5%	-2.9	-4.8%	-76.1*	2.5%	2.3	8.6
O=C(Nc1ccc(-c2nc3ncccc3o2)cc1)c1ccco1	9.6%	-6.7%	-0.5%	-2.9%	0.3%	-10.9	0.5%	-80.7*	-2.1%	-0.1	1.5
CCOC(=O)c1nc(NCc2ccccc2C)c2ccccc2n1	1.6%	0.2%	4.2%	0.0%	?	15.3	4.2%	0.2	0.3%	3.5	12.1
Cc1cccnc1NC(=O)c1cc2ccccc2oc1=O	-10.0%	-3.5%	0.2%	13.7%	?	-12.7	-11.2%	-0.6	6.0%	1.3	2.1
COc1ccc(CC(=O)OC(C)C(=O)NCc2ccc3c(c2)OCO3)cc1OC (stereo unspecified)	16.3%	11.3%	0.0%	/	-5.5%	3.8	/	-4.2	-5.9%	/	3.2
COC(=O)c1c(C)[nH]c(C(=O)NCc2ccco2)c1C	8.4%	-2.3%	-0.1%	-1.6%	?	13.4	11.8%	-3.5	4.6%	-1.8	-10.4
O=C(CN1C(=O)NC(Cc2c[nH]c3ccccc23)C1=O)NCC(F)(F)F (stereo unspecified)	?	3.4%	-0.7%	-0.9%	0.9%	30.7[activator]	/	-4.0	1.5%	2.3	-8.0
CCOC(=O)c1ncn2c1[C@@H]1CCNC1C(=O)c1cc(OC)ccc1-2 (stereo partly specified)	11.4%	7.2%	4.5%	/	0.5%	-27.4	/	24.6	2.7%	/	-2.8
Cc1ccc(S(=O)(=O)N2CCOC2CNC(=O)C(=O)NCC(C)C)cc1 (stereo unspecified)	-1.1%	10.2%	0.5%	-0.6%	0.3%	-17.0	2.2%	-8.9	2.3%	/	2.2
Cc1cccc(N2C(=O)CSC23CCCCC3)c1	11.8%	0.2%	-1.4%	1.3%	7.3%	-16.8	/	17.7	0.9%	0.5	-13.4
Cc1cccc(-c2nc3c(c(=O)c4ccccc4n3C)c(=O)n2-c2ccccc2)c1	2.5%	-0.6%	0.0%	0.7%	-4.2%	-1.1	-3.2%	8.3	4.8%	1.7	2.9
COc1ccc(C(=O)CSc2nnc(-c3cccnc3)n2Cc2ccco2)cc1	4.4%	-0.9%	-0.5%	0.3%	-0.1%	7.4	6.6%	-9.2	2.8%	-0.8	0.1
O=C(COC(=O)/C=C/c1cccc([N+](=O)[O-])c1)Nc1ccc(Cl)cn1	-0.2%	-23.4%	-0.2%	/	6.8%	-15.6	/	4.9	-0.5%	/	6.1

High-throughput results: PubChem, National Center for Advancing Translational Sciences (NCATS)
